Screens: PubChem BioAssay, Johns Hopkins Ion Channel Center
CHT block = inhibitors of human choline transporter CHT; High affinity choline transporter 1 (Homo sapiens), Q9GZV3; B-score at 10 µM; 310,000 compounds, 0.86% hits; CHT-expressing cells, membrane potential dye, choline response; active compounds read low;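 active = B-score over 3 SD under the library average, and starting fluorescence ratio not unusually high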;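 also: choline stimulus applied at its EC90 after an EC20 pre-addition; B-score computed on integrated fluorescence ratio after choline addition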
Target sequence (Q9GZV3 whole entry, looked up): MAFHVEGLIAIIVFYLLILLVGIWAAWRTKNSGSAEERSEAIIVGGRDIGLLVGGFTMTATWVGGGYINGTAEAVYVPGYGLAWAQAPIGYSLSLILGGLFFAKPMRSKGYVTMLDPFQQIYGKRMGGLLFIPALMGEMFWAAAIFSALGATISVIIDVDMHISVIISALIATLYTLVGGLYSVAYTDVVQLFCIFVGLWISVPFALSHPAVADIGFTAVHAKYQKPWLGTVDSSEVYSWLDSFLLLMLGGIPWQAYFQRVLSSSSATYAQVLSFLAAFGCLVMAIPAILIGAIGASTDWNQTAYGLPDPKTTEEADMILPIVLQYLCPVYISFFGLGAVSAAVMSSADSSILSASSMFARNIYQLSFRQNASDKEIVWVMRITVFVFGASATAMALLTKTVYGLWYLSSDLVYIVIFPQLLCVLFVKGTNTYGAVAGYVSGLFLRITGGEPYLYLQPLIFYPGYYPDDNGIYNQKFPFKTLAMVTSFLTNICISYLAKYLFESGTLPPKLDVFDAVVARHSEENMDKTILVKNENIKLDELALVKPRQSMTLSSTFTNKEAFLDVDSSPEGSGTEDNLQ
CHT PAM = CHT positive allosteric modulators, primary screen, cell-based, membrane potential dye, choline EC20; High affinity choline transporter 1 (Homo sapiens), Q9GZV3; 310,000 compounds, 0.49% hits; B-score at 10 µM; CHT-expressing cells; active compounds read high; LV-AA mutant CHT in HEK293 cells; AID 488977, 2010;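 active = initial fluorescence not abnormally high and integrated response B-score, plate-corrected, over 3 SD above library mean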
Starred values were filed as active, the others as inactive; i = inactive.

The first four entries, to show the layout:
Results follow in this order: CHT PAM | CHT block
- O=C(C1CCC(=O)N(C2CCCC2)C1)N1CCC(Oc2cccc(F)c2)CC1 (stereo not given)
 : i | i
- Cc1ccc(N(C(=O)Cn2nnc(-c3ccc(F)cc3)n2)C(CC(C)C)C(=O)NCC2CCCO2)cc1 (stereo not given)
 : i | i
- CC(=O)Nc1cc(S(=O)(=O)Nc2ccccc2)c(C)cc1C
 : i | i
- COc1ccc(OCC(=O)NNC(=S)NC(=O)C2CCCCC2)cc1
 : i | i

This part in full (from the top)
Results follow in this order: CHT PAM | CHT block
- O=C(C1CCC(=O)N(C2CCCC2)C1)N1CCC(Oc2cccc(F)c2)CC1 (stereo not given)
 : i | i
- Cc1ccc(N(C(=O)Cn2nnc(-c3ccc(F)cc3)n2)C(CC(C)C)C(=O)NCC2CCCO2)cc1 (stereo not given)
 : i | i
- CC(=O)Nc1cc(S(=O)(=O)Nc2ccccc2)c(C)cc1C
 : i | i
- COc1ccc(OCC(=O)NNC(=S)NC(=O)C2CCCCC2)cc1
 : i | i
- CCOc1ccc(N(C(=O)c2cnsn2)C(C(=O)NC2CCCCC2)c2ccncc2)cc1 (stereo not given)
 : i | i
- Cc1ccc(/C=C/C(=O)Nc2sc(C)c(C)c2C(=O)OC(C)C)o1
 : i | i
- Cc1ccc(NC(=O)c2nc3nccc(C)n3n2)c(C)c1
 : i | i
- CNC[C@@H](Cc1ccccc1)NC[C@@H](CC1CCCCC1)NCCCc1ccccc1
 : i | i
- O=C(N/N=C1\CCCCc2ccccc21)c1ccccn1
 : i | i
- Cc1cc(C(=O)NNC(=S)NCC2CCCO2)cs1 (stereo not given)
 : i | i
- O=C(N/N=C/c1ccc(F)cc1)c1cccc(NC(=O)c2ccccc2Cl)c1
 : i | i
- CCOCCCNC(=O)c1cc2c(=O)n3cccc(C)c3nc2n1C
 : i | i
- COc1cccc2c(=O)n(CC(=O)N3CCc4ccccc43)ccc12
 : i | i
- CC1CCCC(C)N1C(=O)CSc1nc2ccccc2c(=O)[nH]1 (stereo not given)
 : i | i
- O=C(c1cccc(Cl)c1)N1CCCc2ccccc21
 : i | i
- O=C(CSc1nc2ccccc2o1)N1c2ccccc2Sc2ccc(C(F)(F)F)cc21
 : i | i
- O=C(NCc1ccco1)C(c1ccc(F)cc1)N(C(=O)Cc1cccs1)c1cccnc1 (stereo not given)
 : i | i
- O=C(CSc1nnnn1-c1cccc(Cl)c1)Nc1ccc2c(c1)CCC2
 : i | i
- NC(=O)CC(NC(=O)c1ccccc1)c1ccc(N2CCC(Cc3ccccc3)CC2)c([N+](=O)[O-])c1 (stereo not given)
 : i | i
- C=CCNC(=O)C1CC(=O)N(c2ccc(OCC(=O)Nc3c(C)cccc3C)cc2)C1 (stereo not given)
 : i | i
- Cc1cccc(NC(=O)CSc2nnc(CCCCCNC(=O)OC(C)(C)C)o2)c1C
 : i | i
- O=C(N/C(=C\c1ccc(Br)cc1)C(=O)N1CCOCC1)c1ccccc1Cl
 : i | -5.6*
- CCOC(=O)CCc1c(C)c2ccc3c(c2oc1=O)CN(CCCO)CO3
 : i | i
- CC(OC(=O)CCN1C(=O)C2CC=CCC2C1=O)C(=O)Nc1cccc(C#N)c1 (stereo not given)
 : i | i
- CCC(C)c1ccc(N(C(=O)c2ccco2)C(C(=O)NC2CCCC2)c2cccnc2)cc1 (stereo not given)
 : i | i
- COc1ccccc1C(CNC(=O)c1ccc(NS(=O)(=O)c2ccc3c(c2)OCCO3)cc1)N(C)C (stereo not given)
 : i | i
- C=CCNC(=O)CC(=O)N/N=C/c1ccccc1F
 : i | i
- Cc1ccccc1OC(C)C(=O)NCc1cccnc1 (stereo not given)
 : i | i
- COc1ccc(OCC(O)CNC(=O)Nc2ccc(F)cc2)cc1 (stereo not given)
 : i | i
- CCc1nnc(NS(=O)(=O)c2ccc(NC(=O)c3ccc(S(=O)(=O)N(CC)CC)cc3)cc2)s1
 : i | i
- CC(C(=O)OCC(=O)c1ccc(Br)cc1)N1C(=O)C2C3C=CC(C3)C2C1=O (stereo not given)
 : i | i
- COc1ccc(NC(=O)CN(C)C(=O)c2ccc(N3CCOCC3)c([N+](=O)[O-])c2)cc1
 : i | i
- CCN(CC)S(=O)(=O)c1cccc(NC(=O)Nc2cccc(C(F)(F)F)c2)c1
 : i | i
- CC(C)N(Cc1ccccc1)C(=S)NCc1ccccc1
 : i | i
- Clc1ccc(OCCOCCN2CCCCC2)c(Br)c1
 : i | i
- CCOC(=O)/C=C/C(=O)Nc1ccc(S(=O)(=O)Nc2cc(C)on2)cc1
 : i | i
- COc1ccc(S(=O)(=O)N(CC(=O)NCC2CCCO2)c2ccccc2)cc1OC (stereo not given)
 : i | i
- Clc1cccc(-c2nc(NCCCN3CCOCC3)c3ccccc3n2)c1
 : i | i
- CCc1nc(SC)[nH]c(=O)c1C
 : i | i
- COCCCn1nnnc1SCC(=O)Nc1nc(C)c(C)s1
 : i | i
- COc1ccc(-c2ocnc2C(=O)Nc2ccc3c(c2)CCC3)cc1
 : i | i
- O=C1NC2(CCCCCC2)C(=O)N1CCS(=O)(=O)Oc1ccccc1
 : i | i
- COc1ccc(C(CNC(=O)c2ccc(S(=O)(=O)N(C)C)cc2)N2CCCCC2)cc1 (stereo not given)
 : i | i
- CCOc1ccc(C(C)NC(=O)c2cccs2)cc1OCC (stereo not given)
 : i | i
- COCCNC(=O)c1ccc(S(=O)(=O)c2ccc(Cl)cc2)c(NC(C)=O)c1
 : i | i

Laid out differently: entries from further up
compound	CHT PAM	CHT block
Cc1ccccc1OC(C)C(=O)NCc1cccnc1 (stereo not given)	i	i
Clc1cccc(-c2nc(NCCCN3CCOCC3)c3ccccc3n2)c1	i	i

(listing goes on)
Results follow in this order: CHT PAM | CHT block
- O=c1cc2c(nn1Cc1ccc(Cl)cc1)-c1ccccc1CC2
 : i | i
- CC(C)(CO)CNC(=O)CCc1nnc(Cc2ccc(-c3ccccc3)cc2)o1
 : i | i
- CCn1c(SCC(=O)N2CCCC(C)C2)nnc1-c1ccc(S(=O)(=O)N2CCN(C)CC2)cc1 (stereo not given)
 : i | i
- C=CCSc1nnc(-c2ccc([N+](=O)[O-])cc2)o1
 : i | i
- COc1cccc2c1OC1(C)CC2NC(=O)N1 (stereo not given)
 : i | i
- CC(C)(C)NC(=O)C(c1ccncc1)N(C(=O)c1csnn1)C1CC1 (stereo not given)
 : i | i
- CC(C)[C@@H]1CC[C@@H](C)C[C@H]1OC(=O)C[n+]1cc(-c2ccc(Cl)cc2)n2c1CCCCC2
 : i | i
- Cc1ccc2oc(=O)c3cnn(CC(=O)NC4CCC(C)CC4)c3c2c1 (stereo not given)
 : i | i
- COc1ccc2oc(C)c(NC(C)=O)c2c1
 : i | i
- CCn1c(=O)cc(OCC(=O)N2CCN(c3cccc(C(F)(F)F)c3)CC2)c2ccccc21
 : i | i
- N#Cc1nc(-c2cccs2)oc1NCc1ccccc1
 : i | i
- O=C1C=C(NCc2ccco2)C2(CCCCC2)O1
 : i | i
- O=c1cc(CN2CCN(c3ccc(F)cc3)CC2)c2cc3c(cc2o1)CCCC3
 : i | i
- CN(C)/C=C/C(=O)c1ccc(Cl)c([N+](=O)[O-])c1
 : i | i
- CSc1ccccc1NC(=O)COc1ccc(Cl)cc1
 : i | i
- CN(C)N1C(N)=C(C#N)C(c2cccs2)C2=C1CCCC2=O (stereo not given)
 : i | i
- COc1ccc(N2CCN(c3nc(C)c(C)c(=O)[nH]3)CC2)cc1
 : i | i
- COc1cccc(C(=O)Nc2cccc(OCC(=O)O)c2)c1
 : i | i
- COc1cccc(NC(=O)NC2(C(F)(F)F)Oc3ccccc3O2)c1
 : i | i
- COc1cc(C2NC(=S)NC(C)=C2C(=O)c2ccccc2)ccc1O (stereo not given)
 : i | i
- COc1cccc2cc(C(=O)N3CC(C)OC(C)C3)c(=O)oc12 (stereo not given)
 : i | i
- CCN(CC(=O)Nc1c(F)cccc1F)C(=O)c1ccc(S(=O)(=O)N2CCCCC2)cc1
 : i | i
- CCOC(=O)c1nn(-c2ccc(C)cc2)c2nc(Nc3ccccc3)cc(=O)n12
 : i | i
- COC(=O)N/N=C/c1c(C)c(C(=O)c2ccc(F)cc2)n2ccccc12
 : i | i
- Cc1cc(NC(=O)CSc2nc(-c3ccccc3)nc3c2c(=O)n(C)c(=O)n3C)no1
 : i | i
- CN(CC(=O)NCc1cccnc1)S(=O)(=O)c1ccc(F)cc1
 : i | i
- C=CCN(c1ccccc1)S(=O)(=O)c1ccc2c(c1)NC(=O)C(C)C(=O)N2 (stereo not given)
 : i | i
- CCCCNC(=O)c1cnc2n(c1=O)CCS2
 : i | i
- CCC(Oc1ccccc1)C(=O)Nc1ccc(S(=O)(=O)NCC2CCCO2)cc1 (stereo not given)
 : i | -8.7*
- CCN1C(=O)[C@H]2[C@@H](c3ccc(C)cc3)N3C(=O)N(c4cccc(Br)c4)C(=O)[C@@]3(Cc3ccccc3)[C@H]2C1=O
 : i | i
- COc1ccc(-c2nn(-c3ccccc3)cc2C(=O)Nc2cccc(C(=O)O)c2)cc1[N+](=O)[O-]
 : i | i
- CCCC1CCC(c2nc(-c3cccnc3)no2)CC1 (stereo not given)
 : i | i
- CC(C)OCCCn1c(-c2ccc(Br)cc2)c[nH]c1=S
 : i | i
- Cc1cc(-c2cccs2)c(C#N)c(=S)[nH]1
 : i | i
- COc1cc2c(cc1OC)C(C1C(=O)CC(C)(C)CC1=O)N(C(=O)CCl)CC2 (stereo not given)
 : i | i
- COc1nccnc1NS(=O)(=O)c1ccc(NS(=O)(=O)c2ccc(NC(C)=O)cc2)cc1
 : i | i
- CCOC(=O)c1cc2c(N)c(C(=O)c3ccc(Br)cc3)sc2[nH]c1=O
 : i | i
- O=C(CSc1nnc2ccccn12)NCCc1ccc(F)cc1
 : i | i
- COC(=O)c1ccc(CSc2nnc(Nc3ccccc3OC)s2)o1
 : i | i
- O=S1(=O)N=C(N(CCO)/N=C/c2ccc(Cl)cc2)c2ccccc21
 : i | i
- O=S(=O)(Nc1nc2ccccc2[nH]1)c1ccc2ccccc2c1
 : i | i
- COc1nccnc1NS(=O)(=O)c1ccc(NC(=S)NC(=O)c2ccc(F)c(F)c2)cc1
 : i | i
- O=S(=O)(NC(=NCc1ccccc1)c1ccc(F)cc1)c1ccc(Cl)cc1
 : i | i
- Cn1cc(Cl)c(C(=O)OCC(=O)Nc2ccccc2)n1
 : i | i
- Cc1ccc(S(=O)(=O)N2CCC(C(=O)NCCc3ccccc3)CC2)cc1
 : i | i

A draw from above in order of formula weight, largest number first:
Results follow in this order: CHT PAM | CHT block
- COC(=O)c1ccc(CSc2nnc(Nc3ccccc3OC)s2)o1
 : i | i
- O=S(=O)(Nc1nc2ccccc2[nH]1)c1ccc2ccccc2c1
 : i | i
- Cc1cc(-c2cccs2)c(C#N)c(=S)[nH]1
 : i | i

More results
Results follow in this order: CHT PAM | CHT block
- Cc1ccc(S(=O)(=O)c2cc3c(=O)n4ccccc4nc3n(C)c2=N)cc1
 : i | i
- O=C(COc1ccc(F)cc1)NCC1CCCO1 (stereo not given)
 : i | i
- C=CCn1c2ccccc2c2nnc(SCC(=O)OCN3C(=O)c4ccccc4C3=O)nc21
 : i | i
- Cc1ccc(C2=N/C(=C\N(C)C)C(=O)O2)cc1
 : i | i
- CCN(CC1COc2ccccc2O1)C(=S)NCCCN(C)C (stereo not given)
 : i | i
- CN(C)c1ccc(/C=C2/C=C(c3ccc4c(c3)CCCC4)OC2=O)cc1
 : i | i
- CS(=O)(=O)N(CC(=O)N1CCCCCC1)c1cccc(F)c1
 : i | i
- COc1ccc(CCNC(=O)C2CCCN2C(=O)Nc2ccccc2)cc1OC (stereo not given)
 : i | i
- COCCNC(=O)CN(C(=O)CCC(=O)Nc1ccccn1)c1ccccc1F
 : i | i
- Cc1c(C(=O)N2CCCC2)c(S(=O)(=O)NCC(C)c2ccccc2)c(C)n1C (stereo not given)
 : i | i
- N#CC(C#N)=C1NC2(CCCCC2)Cc2ccccc21
 : i | i
- CC1CC(C)CN(c2cc(N(C)CCO)c([N+](=O)[O-])c3nonc23)C1 (stereo not given)
 : i | i
- O=C(C1CCCO1)N1CCN(S(=O)(=O)c2cccc3nsnc23)CC1 (stereo not given)
 : i | i
- OCCC1CN(CC(c2ccccc2)c2ccccc2)CCN1C1CCCC1 (stereo not given)
 : i | i
- COc1cccc(C2C(C(=O)c3ccc(C)o3)=C(O)C(=O)N2c2cc(C)on2)c1 (stereo not given)
 : i | i
- O=C(NNC(=O)C1CC2CCC1C2)c1sc2ccccc2c1Cl (stereo not given)
 : i | i
- CC(/C=N/NC(=O)COc1ccccc1C)=N\NC(=O)COc1ccccc1C
 : i | i
- CC(CCN1CCOCC1)c1ccccc1 (stereo not given)
 : i | i
- COC(=O)c1ccccc1S(=O)(=O)NNC(=O)c1ccccc1-n1cccc1
 : i | i
- COc1ccc(S(=O)(=O)N(C)CC(=O)NC2CCCCC2)cc1OC
 : i | i
- COC(=O)c1c(NC(=O)CN2CCN(c3cccc(Cl)c3)CC2)sc(C)c1C
 : i | i
- O=C(Nc1ccccc1-c1nc2ccccc2s1)c1ccco1
 : i | i
- CC(C)CN1C(=O)NC(NC(=O)c2cccs2)(C(F)(F)F)C1=O (stereo not given)
 : i | i
- Cc1ccc(/C=N/NC(=O)CSc2nnc(-c3ccccc3)n2-c2ccc(Cl)cc2)o1
 : i | i
- Cc1ccc(Nc2[nH]c(=O)c3ccccc3c2C(=O)c2ccccc2)cc1
 : i | i
- CCOC(=O)c1cccc(NC(=O)CCS(=O)(=O)c2cccs2)c1
 : i | i
- OC1C2CN3CCN(C2)CC1(Cc1ccccc1)C3 (stereo not given)
 : i | i
- COc1ccccc1-n1cc(CN2CCCC(CO)(Cc3cccc(Cl)c3)C2)cn1 (stereo not given)
 : i | i
- Cc1cccc(NS(=O)(=O)c2cccc(C(=O)N3CCCC3)c2)c1
 : i | i
- O=C(CSc1ccccc1C(=O)O)NCc1ccco1
 : i | i
